# Nrf2 activator – Nrf2 pathway activation | AREc32 ARE-luciferase reporter (MCF7-derived line), luminescence, 24 h | AID 624171 | Potency, µM (top dose mostly 46.1 µM), without a hit: at the top dose activation, hits mostly activators | actives 0.31% (n = 410,000); also: potency is read from the fitted curve at half-maximal effect; % of control where 0% means no effect; nearly all actives have a fitted effect of over 65% in size
#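 ARE activation measured as luciferase luminescence (Steady-Glo, 30 min RT) in AREc32_Fluc cells after 24 hr compound exposure at 37 deg C, 5% CO2; cells seeded overnight at 1000/well in OPTI-MEM, 5% FBS.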
# IL-1B inflam inh – inhibitors of inflammasome signaling (IL-1 beta secretion); THP-1 LPS/ATP IL-1B secretion, AlphaLISA, 16 h; stronger effect = lower value; activity change, % at 57.5 µM; actives 4.7% (n = 360,000); AID 743279; in the data active = activity change below about -50%; inconclusive = mostly about -30% to -49%; also: % is scaled to controls: 0 for no effect and ±100 for the full control effect
#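 THP-1 cells pretreated 1 hr with compounds (up to 57.5 uM final), then stimulated with LPS (250 ng/mL final) plus ATP (1.25 mM final); secreted IL-1B measured by AlphaLISA after 16 hr, decreased signal indicating inhibition.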
# ATXN2 expr inh – inhibitors of ATXN2 expression; AID 1745845; actives 0.72% (n = 360,000); Potency, µM (titrated, usually from 57 µM), inactives show top-dose activity change, negative = inhibition, usual class: inhibitors; HEK-293 ATXN2-luciferase reporter, luminescence, 24 h; also: potency is read from the fitted curve at half-maximal effect; % is scaled to controls: 0 for no effect and ±100 for the full control effect; nearly all actives have a fitted effect of over 55% in size
#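 ATXN2-luciferase reporter cells (luciferase flanked by upstream and downstream ATXN2 gene portions) were treated 24 h at 37 °C with compounds at up to 57 uM. SteadyGlo luminescence gave expression; GF-AFC fluorescence gave viability.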
# MCF10A rereplic – inducers of DNA re-replication in MCF 10A breast cells. MCF 10A DNA re-replication, Hoechst nuclear intensity, 48 h. Potency, µM (top dose mostly 46.1 µM), inactives show at the highest dose activity, positive = re-replication, actives largely listed as activators. actives 2.9% (n = 350,000). AID 624296; also: potency is read from the fitted curve at half-maximal effect; % of control where 0% means no effect; nearly all actives have a fitted effect of over 50% in size
# A549 viability – kills or reduces viability of A549 cells in Nrf2 counter-screen. A549 ARE-Fluc cells, CellTiter-Fluor viability, 18-24 h. Potency, µM (titrated, usually from 46 µM), for the others: at the top dose activity change, negative = cytotoxicity, hits mostly inhibitors. actives 0.16% (n = 390,000). AID 504648; also: potency is read from the fitted curve at half-maximal effect; % is scaled to controls: 0 for no effect and ±100 for the full control effect
#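 A549 ARE-Fluc cells in 5% FBS OPTI-MEM, 5000 cells/well, rested 2 h then exposed to compounds in concentration-response for 18-24 h at 37 °C. Viability by CellTiter-Fluor fluorescence (Ex 405/Em 525) after 30 min; luciferase luminescence (BugLite, 15 min, RT) read afterwards.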
# TGFb SMAD3 inh – blocks TGF-b signaling | HepG2 CAGA-GFP TGF-b/SMAD3 reporter, GFP fluorescence, 18 h; TGF-beta stimulated, 500 pg/mL final | Potency, µM (top dose mostly 46.1 µM), inactives show top-dose activity, negative = inhibition, most hits filed as inhibitors | actives 1.2% (n = 410,000) | AID 588855; also: potency is read from the fitted curve at half-maximal effect; % is scaled to controls: 0 for no effect and ±100 for the full control effect; nearly all actives have a fitted effect of over 65% in size
#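 GFP signal (ex488/em500-530) from TGF-beta-stimulated HEPG2 CAGA-GFP cells, 500 pg/mL final, 18 h at 37 degrees C in DMEM plus 1% FBS, normalized to unstimulated and DMSO-stimulated controls.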
# ATXN viability – reduces viability in counter-screen for ATXN expression inhibitors | S2 cells (HEK-293 line with an ATXN2-luciferase reporter) viability, CellTiter-Fluor protease fluorescence, 24 h | Potency, µM (highest dose often 56.7 µM), most hits filed as cytotoxic | actives 0.49% (n = 400,000) | AID 651635; also: potency is read from the fitted curve at half-maximal effect; nearly all actives have a fitted effect of over 40% in size
# HepG2 tox – kills HepG2 cells in TGF-b inhibitor counter-screen | Potency, µM (top dose mostly 46.1 µM), inactives show at the top dose activity change, negative = cytotoxicity, usual class: cytotoxic | actives 0.76% (n = 410,000) | AID 588856 | HepG2 CAGA-GFP viability, ATP luminescence, 18 h; also: potency is read from the fitted curve at half-maximal effect; some results filed as inactive show a strong effect at the top dose
#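 CellTiter-Glo luminescence gave cytotoxicity after 18 hours at 37 degrees C. The cells were HepG2 CAGA-GFP in 1% FBS DMEM, stimulated with 500 pg/mL TGF-beta after compound addition. %Activity was normalised to no-cell wells (complete cell-killing) and DMSO (no toxicity), and curves were fitted and classified.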
# Nrf2 inh – blocks Nrf2 signaling | A549 ARE-Fluc reporter, luciferase luminescence, 18-24 h | Potency, µM (series often up to 46 µM), without a hit: at the top dose activity change, negative = inhibition, most hits filed as inhibitors | actives 2.1% (n = 360,000) | AID 504444; also: potency is read from the fitted curve at half-maximal effect; % is scaled to controls: 0 for no effect and ±100 for the full control effect; nearly all actives have a fitted effect of over 60% in size
#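 Two sequential reads on A549 ARE_Fluc cells exposed to compound for 18-24 h: a CellTiter-Fluor fluorescence read for viability, then a luciferase luminescence read for Nrf2/ARE activity.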
# * hit, by the source's call; i = inactive; u = inconclusive; x = not tested or not shown; [ ] = dose if it differs, or a comment. Unless noted, calls follow the shape of the dose curve; as a rule, active = well fitted curve in the direction sought with a large enough effect; inconclusive = small, poorly fitted or top-dose-only effect, or another doubt; inactive = no such curve, though single readings can be large; an effect the other way counts as inactive or inconclusive.
SMILES,Nrf2 activator,IL-1B inflam inh,ATXN2 expr inh,MCF10A rereplic,A549 viability,TGFb SMAD3 inh,ATXN viability,HepG2 tox,Nrf2 inh
O=C(COc1ccc(F)cc1)NCCN1CCCC1,-0.7%,-5.3,-6.7%,14.0%,-1.5%,22.1%,i,1.8%,-0.4%
CCCCCCC(=O)N1CCC(c2nc3c(nnn3Cc3ccccc3Cl)c(=O)[nH]2)CC1,5.8%,-15.6,3.9%,0.5%,-0.6%[1.84 µM],u,i,-91.8%,-26.1%
CC(C)c1ccc(CC(=O)N2CCC2(C)C(=O)Nc2cnc3ccccc3c2)cc1 (stereo unspecified),-0.2%,-19.7,u,x,x,-10.2%,i,-29.5%,x
Cc1sc2ncnc(N3CCC(C(=O)Nc4ccc(OC(F)F)c(Cl)c4)CC3)c2c1C,-2.3%,9.3,x,u,-28.2%,u,u,-30.7%,u
O=C(CSCCO)N1CCc2ccccc21,0.5%,24.1,15.9%,-1.1%,-2.3%,5.2%,i,5.4%,18.2%
COc1ccc(NC(=O)c2cc(CN3CCCC3)on2)cc1Cl,4.2%,x,24.8%,x,5.5%,3.4%,i,-3.8%,u
CCCc1cc(SCC(=O)Nc2c(C)n(C)n(-c3ccccc3)c2=O)n2c(nc3ccccc32)c1C#N,-0.5%,16.4,10.6%,5.2%,4.6%,-17.6%,i,1.4%,10.6%
O=C(CN1CCCCCC1)Nc1ccc(Br)cn1,0.9%,15.1,6.4%,1.9%,9.6%,-4.2%,i,-3.6%,4.9%
COc1ccccc1OCCC(=O)OCC(=O)Nc1ncc(Cl)cc1Cl,3.0%,21.5,1.4%,0.0%,-5.4%,6.0%,i,3.5%,u
c1ccc(-n2nnnc2Oc2ccc(-c3nnco3)cc2)cc1,13.5%,u,4.7%,-6.3%,9.6%,9.4%,i,0.5%,11.6%
Cc1ccccc1C(=O)NC(=S)NCC1CCCO1 (stereo unspecified),-0.8%,20.0,2.3%,-4.9%,5.4%,-4.0%,i,9.7%,x
CC(OC(=O)CCc1nc2ccccc2c(=O)[nH]1)C(=O)Nc1ccc2c(c1)OCO2 (stereo unspecified),-1.0%,4.7,13.7%,9.8%,-1.2%,1.2%,i,3.1%,0.8%
O=C(Nc1nnc(SCC(=O)N2CCCc3ccccc32)s1)c1ccccc1,4.7%,-12.2,13.2%,0.1%,-0.2%,-6.3%,i,9.0%,4.6%
COC(=O)[C@H]1C[C@@H]1[C@H](NC(=O)c1cnccn1)c1ccccc1,0.3%,2.1,-5.4%,1.0%,-0.4%,u,i,3.5%,-1.3%
CCN(CC)C(=O)/C(=C/c1cn(S(=O)(=O)N(C)C)c2ccccc12)NC(=O)c1ccc(OC)cc1,0.5%,5.0,-4.2%,u,-22.8%,14.0%,i,-6.1%,u
Cc1noc(C)c1COc1ccc(C(=O)OCC(=O)Nc2ccc(S(N)(=O)=O)cc2)cc1,-0.6%,-20.1,x,5.6%,-1.5%,2.1%,x,-2.8%,-5.8%
CCCCN1C(=O)C(CC(=O)NCc2ccco2)CC(C(=O)N2CCOCC2)=C1C (stereo unspecified),-0.2%,12.7,3.1%,x,x,15.5%,i,0.8%,x
COC(=O)c1ccc(COc2ccc(/C=C/C(=O)c3ccc(OC)c(CSCC(=O)O)c3)cc2OC)cc1,u,4.5,-1.2%,2.91µM*,5.7%,u,i,-47.5%,-14.3%
COCC(=O)N1CCN(c2cccc(C(F)(F)F)c2)CC1,3.1%,0.0,-9.6%,6.4%,-4.8%,-10.6%,i,-16.4%,-6.7%
CCOc1ccc(CCNC(=O)COC(=O)/C=C/c2ccccc2)cc1OCC,-0.1%,-3.9,-3.2%,-1.5%,-1.9%,7.5%,i,1.3%,-4.9%
O=S(=O)(NCCOCC(F)(F)F)c1ccc2oc3ccccc3c2c1,0.4%,-12.6,-20.0%,-2.6%,-18.1%,-8.8%,i,-14.3%,u
C=CCn1c(COc2ccc(F)cc2)nnc1SCC(=O)c1c[nH]c2c(CC)cccc12,0.4%,-2.7,-5.4%,6.5%,3.8%,-26.6%,i,-17.3%,-3.9%
O=S(=O)(c1ccccc1)N1CCC(c2ccccc2)CC1,-0.4%,-13.7,-22.5%,18.8%,1.1%,u,i,-6.7%,-6.1%
Cc1ccc(S(=O)(=O)N(C)C)cc1NC(=O)COc1ccccc1C(=O)Nc1ccccc1,-0.6%,-13.0,-19.0%,15.6%,-18.9%,-24.7%,u,-15.0%,u
CCCC(=O)NC(NC1CCS(=O)(=O)C1)C(Cl)(Cl)Cl (stereo unspecified),0.5%,10.7,-27.7%,-0.7%,-1.4%,-1.1%,i,0.6%,1.8%
# Continuation:
SMILES,Nrf2 activator,IL-1B inflam inh,ATXN2 expr inh,MCF10A rereplic,A549 viability,TGFb SMAD3 inh,ATXN viability,HepG2 tox,Nrf2 inh
Cc1ccc(S(=O)(=O)C(CNC(=O)C(=O)NCc2ccc(Cl)cc2)c2ccco2)cc1 (stereo unspecified),-0.3%,x,x,x,9.3%,24.1%,x,8.0%,x
COc1cc2c(cc1OC)C(COc1ccc([N+](=O)[O-])cc1)N(C(C)=O)CC2 (stereo unspecified),6.9%,-3.6,x,-3.3%,-3.0%,u,u,-34.7%,u
O=S(=O)(/N=C(\Nc1ccc(F)cc1)C(F)(F)F)c1ccccc1,-0.2%,24.9,-2.2%,u,-2.4%,-3.1%,i,-26.4%,1.2%
Cc1ccc(C(=O)Nc2ccc3ccccc3c2)cc1,-0.7%[9.22 µM],-24.7,-75.5%,-4.9%,-5.7%,-1.5%,u,-22.1%,u
Cc1cccc(C(=O)NCC(c2cccs2)N2CCOCC2)c1 (stereo unspecified),0.0%,10.0,-3.4%,u,-2.9%,-9.9%,i,0.0%,-1.5%
Cc1ccc(NC(=O)C(CC(C)C)NS(=O)(=O)c2ccc3c(c2)oc(=O)n3C)c(C)c1 (stereo unspecified),-1.0%,x,-19.0%,x,-9.9%,13.3%,i,12.9%,14.5%
CC(C)(C)OC(=O)c1c(N)n(CCCN2CCCC2=O)c2nc3ccccc3nc12,-0.4%,-1.3,-8.8%,-3.8%,u,5.1%,x,-21.5%,-24.5%
Cc1cc(=O)[nH]c(SCc2cccc(Br)c2)n1,3.1%,28.6,2.3%,15.0%,10.9%,1.6%,i,-5.4%,x
COc1ccc(OCC(=O)N2CCN(C(=O)c3cccc(OC)c3)CC2)cc1,-0.1%,x,-0.1%,x,0.4%,3.0%,i,-32.3%,1.9%
Cc1ccc(C2=NN(CC(=O)NCc3cccs3)C(=O)CC2)cc1,-0.7%,5.4,x,1.0%,0.5%,25.1%,i,35.3%,5.9%
COc1ccc2sc(-c3ccc(S(C)(=O)=O)cc3)c(C#CCO)c2c1,-5.4%,-54.8*,-5.3%,u,-3.0%,u,u,-35.4%,5.8%
CCC/C(O)=C1\C(=O)CC(c2ccccc2)CC1=NCCc1c(C)[nH]c2ccccc12 (stereo unspecified),-0.2%,u,-27.9%,2.2%,-4.8%,-12.8%,u,-23.2%,u
Cc1cc(=O)oc(C)c1C(=O)NCCC1=CCCCC1,0.4%,1.0,-0.4%,-5.4%,-20.1%,-2.2%,i,-13.6%,-15.5%
COc1ccc(-c2csc(NCCc3nc4cc(Cl)c(Cl)cc4n3CCCO)n2)cc1,2.9%,-58.4*,u,u,-13.6%,u,u,-2.0%,-21.8%
COc1ccccc1COC(=O)c1cccc(S(=O)(=O)N2CCCC2)c1,5.8%,14.0,-4.8%,3.2%,1.6%,-0.2%,i,-17.9%,-9.9%
Cc1sc2nc(SCC(=O)NCc3ccco3)n(Cc3ccccc3)c(=O)c2c1C,0.1%,16.6,-33.9%,u,-16.5%,-3.8%,u,-21.8%,-19.1%
COc1ccc(CCC(=O)Nc2sc(C(=O)N(C)C)c(C)c2C#N)cc1,-0.1%,-4.2,-4.9%,1.4%,3.7%,-2.4%,i,-41.4%,-0.7%
CCOC(=O)C1CCCN(C(=O)CCCn2c(=O)c3cccn3c3cccnc32)C1 (stereo unspecified),3.8%,0.0,5.4%,-1.8%,2.4%,-1.3%,i,1.9%,u
COc1ccc(N2CC(C(=O)Nc3ccccc3C(=O)NCc3ccco3)CC2=O)cc1 (stereo unspecified),0.4%,-5.2,1.7%,6.3%,-12.2%,0.0%,i,-11.0%,0.7%
Cc1cc(NC(=O)Cn2cnc3sc(C)c(C)c3c2=O)no1,-0.3%,15.1,-7.3%,0.3%,3.5%,20.6%,i,-30.2%,2.7%

# Random excerpt: six compounds from above, in no set order.
SMILES,Nrf2 activator,IL-1B inflam inh,ATXN2 expr inh,MCF10A rereplic,A549 viability,TGFb SMAD3 inh,ATXN viability,HepG2 tox,Nrf2 inh
CCC/C(O)=C1\C(=O)CC(c2ccccc2)CC1=NCCc1c(C)[nH]c2ccccc12 (stereo unspecified),-0.2%,u,-27.9%,2.2%,-4.8%,-12.8%,u,-23.2%,u
CC(C)(C)OC(=O)c1c(N)n(CCCN2CCCC2=O)c2nc3ccccc3nc12,-0.4%,-1.3,-8.8%,-3.8%,u,5.1%,x,-21.5%,-24.5%
COc1ccc2sc(-c3ccc(S(C)(=O)=O)cc3)c(C#CCO)c2c1,-5.4%,-54.8*,-5.3%,u,-3.0%,u,u,-35.4%,5.8%
Cc1cccc(C(=O)NCC(c2cccs2)N2CCOCC2)c1 (stereo unspecified),0.0%,10.0,-3.4%,u,-2.9%,-9.9%,i,0.0%,-1.5%
Cc1ccc(C(=O)Nc2ccc3ccccc3c2)cc1,-0.7%[9.22 µM],-24.7,-75.5%,-4.9%,-5.7%,-1.5%,u,-22.1%,u
Cc1sc2nc(SCC(=O)NCc3ccco3)n(Cc3ccccc3)c(=O)c2c1C,0.1%,16.6,-33.9%,u,-16.5%,-3.8%,u,-21.8%,-19.1%
